NR2F2 inh – inhibitors of human COUP-TFII (NR2F2); HEK293T NGFI-A luciferase reporter, luminescence; inhibition, % at 8.6 µM; 0.7% of 370,000 active;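 active means inhibition above a per-plate cutoff, mean inhibition of test wells between control levels plus 3 SD, cut at about 38% in these data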;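 further: cells cotransfected with COUP-TFII expression vector driving the NGFI-A reporter; 0% = median of COUP-TF2 test wells and 100% = reporter-only cells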
NR5A2 inv ag – NR5A2 inverse agonism in reporter assay. inhibition, % at 3.6 µM. HEK293T StAR-luciferase reporter, LRH-1 transfected, 24 h. AID 602396. 0.13% of 360,000 active;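 active means inhibition above the mean inhibition of all tested compounds plus 3 SD, cut at about 73% in these data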;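 further: 0% = DMSO wells and 100% = reporter-only cells lacking LRH-1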
NCOA3 inh – human NCOA3 inhibition; Q9Y6Q9; 0.17% of 360,000 active; inhibition, % at 3.6 µM; HEK293 GAL4-SRC3 luciferase reporter, luminescence;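 active means inhibition above a per-campaign cutoff, the mean of all compounds plus 3 SD, cut at about 60% in these data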;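 further: 0% = DMSO-treated cells and 100% = gossypol-treated cells at 36 µM; higher means less SRC3-driven luciferase light from the GAL4 reporter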
Target sequence (Q9Y6Q9 whole entry, looked up, the tested form may be a part): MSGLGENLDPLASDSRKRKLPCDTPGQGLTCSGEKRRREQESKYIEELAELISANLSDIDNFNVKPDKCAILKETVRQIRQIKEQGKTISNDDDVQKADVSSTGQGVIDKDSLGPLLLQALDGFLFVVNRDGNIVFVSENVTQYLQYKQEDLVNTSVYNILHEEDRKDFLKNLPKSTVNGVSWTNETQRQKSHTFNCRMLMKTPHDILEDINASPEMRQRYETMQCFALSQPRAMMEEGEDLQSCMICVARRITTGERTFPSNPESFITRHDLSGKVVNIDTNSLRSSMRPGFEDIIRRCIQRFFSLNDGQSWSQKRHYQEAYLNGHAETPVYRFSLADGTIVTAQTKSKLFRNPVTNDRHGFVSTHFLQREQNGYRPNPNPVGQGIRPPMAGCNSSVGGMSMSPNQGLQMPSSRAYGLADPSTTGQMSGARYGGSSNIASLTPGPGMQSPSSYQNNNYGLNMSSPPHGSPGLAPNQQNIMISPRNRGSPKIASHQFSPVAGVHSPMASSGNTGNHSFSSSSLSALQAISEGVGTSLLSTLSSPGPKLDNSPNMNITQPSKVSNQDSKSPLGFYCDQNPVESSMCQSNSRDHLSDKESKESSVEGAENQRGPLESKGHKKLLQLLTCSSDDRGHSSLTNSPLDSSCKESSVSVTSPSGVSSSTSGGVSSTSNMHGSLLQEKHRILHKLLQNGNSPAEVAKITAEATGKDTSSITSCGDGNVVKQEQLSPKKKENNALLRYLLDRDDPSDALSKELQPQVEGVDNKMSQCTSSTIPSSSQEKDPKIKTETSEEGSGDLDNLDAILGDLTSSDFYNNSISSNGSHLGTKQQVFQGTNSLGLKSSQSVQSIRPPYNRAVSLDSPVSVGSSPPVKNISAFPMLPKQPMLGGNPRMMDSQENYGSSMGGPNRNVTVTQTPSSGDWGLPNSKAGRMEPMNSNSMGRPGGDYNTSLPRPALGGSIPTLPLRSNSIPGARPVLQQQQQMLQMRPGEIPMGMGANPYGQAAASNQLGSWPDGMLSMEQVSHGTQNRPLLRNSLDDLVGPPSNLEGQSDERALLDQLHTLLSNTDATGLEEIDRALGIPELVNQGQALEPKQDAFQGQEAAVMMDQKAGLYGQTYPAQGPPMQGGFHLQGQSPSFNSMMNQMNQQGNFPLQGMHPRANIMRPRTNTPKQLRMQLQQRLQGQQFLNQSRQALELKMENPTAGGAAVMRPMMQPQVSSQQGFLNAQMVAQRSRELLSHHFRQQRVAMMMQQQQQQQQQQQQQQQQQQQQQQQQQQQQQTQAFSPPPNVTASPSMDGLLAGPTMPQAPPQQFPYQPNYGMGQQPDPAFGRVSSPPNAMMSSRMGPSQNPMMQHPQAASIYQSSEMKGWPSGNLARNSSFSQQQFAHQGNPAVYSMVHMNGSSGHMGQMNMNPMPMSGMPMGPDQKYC
TROY signal inh – inhibitors of TROY-dependent NF-kB signaling; Q293 LMP1-TROYcd NF-kB luciferase reporter, 4 h; inhibition, % at 10 µM; 0.98% of 360,000 active; AID 1347056;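 active means compounds whose plate-normalised and pattern-corrected inhibition of the luciferase reporter signal at the single screening dose is 50% or more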
CF NFkB inh – cystic fibrosis NF-kB activation inhibition; inhibition, % at 5 µM; KKLEB NF-kB-GFP reporter, PAF-induced, GFP fluorescence overnight; 0.86% of 360,000 active;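 active means at least 50% inhibition at 5 µM, scaled per plate between neutral and stimulator controls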;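 further: PAF is a Pseudomonas aeruginosa culture filtrate used as stimulus; plate controls were PAF-stimulated DMSO wells for no effect and unstimulated DMSO wells for full effect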
TWEAK-Fn14 inh – TWEAK-Fn14 signaling inhibition; TWEAK-stimulated Fn14 reporter cells, luciferase luminescence, 8 h; inhibition, % at 10 µM; 2% of 360,000 active; in the data active means inhibition above about 50%
KKLEB tox – reduces viability of KKLEB cystic fibrosis airway cells; KKLEB CF airway cells viability, ATPlite luminescence, overnight; hits give low values; cells stimulated with P. aeruginosa culture filtrate; activity change (cytotoxicity), % at 5 µM; 0.36% of 360,000 active;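 active means corrected activity change at or below -50% at 5 µM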
Shn3 inh set2 – inhibitors of Schnurri-3 3'UTR reporter in osteoblasts; Clone20 osteoblast Shn3 3'UTR firefly luciferase, 24 h; inhibition, % at 12.5 µM; 0.52% of 360,000 active;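 active means mean inhibition of at least 75% with every replicate also reaching 75%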;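 further: 0% = median of neutral control wells and 100% = pilot-screen positive control compound; some compounds past the cut are filed as inactive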
LMP1 NFkB inh – Epstein-Barr LMP1 NF-kappaB reporter inhibition | LMP1-induced NF-kappaB luciferase reporter cells, luminescence | inhibition, % at 12.5 µM | 0.69% of 350,000 active | AID 504558; in the data active means inhibition above about 41%;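 further: 0% = neutral control wells and 100% = reference inhibitor control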
TRAIL sens C8 – sensitizes caspase-8 expressing cells to TRAIL; NB7+C8 cells + TRAIL, ATPlite viability luminescence; 1% of 360,000 active; inhibition (viability loss, TRAIL sensitization), % at 10 µM;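 active means compounds causing at least 50% loss of cell viability in the single-dose screen, relative to plate controls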
NCOA1 inh – inhibits human SRC1 coactivator; HEK293 GAL4-SRC1 luciferase reporter, luminescence; inhibition, % at 3.6 µM; 0.12% of 360,000 active; AID 588354;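 active means inhibition above the campaign mean plus 3 SD, with each screening campaign given its own cutoff, cut at about 60% in these data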;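 further: 0% = DMSO treated cells and 100% = gossypol at 36 µM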
* hit, by the source's call. Only part of the results is shown. The share of hits here may be higher or lower than overall.

Screening CC(C)NC(=O)NNC(=O)c1cc(COc2cc(Cl)cc(Cl)c2)on1 returned NR2F2 inh -2.7, NR5A2 inv ag 11.1, NCOA3 inh 10.2, TROY signal inh 27.0, CF NFkB inh 5.9, TWEAK-Fn14 inh -1.4, KKLEB tox 0.2, Shn3 inh set2 5.0, LMP1 NFkB inh -4.5, TRAIL sens C8 2.5 and NCOA1 inh 15.3.
Cc1ccc(S(=O)(=O)N2CCCCC2)c2nsnc12 was read as NR2F2 inh 8.3, NR5A2 inv ag 8.8, NCOA3 inh -27.9, TROY signal inh 6.2, CF NFkB inh 2.7, TWEAK-Fn14 inh 26.6, KKLEB tox -2.1, Shn3 inh set2 10.0, LMP1 NFkB inh -1.6, TRAIL sens C8 -2.9 and NCOA1 inh 0.8.
Screening CCc1ccc(NC(=O)COc2coc(CN3CCc4ccccc4C3)cc2=O)cc1 returned NR2F2 inh 7.2, NR5A2 inv ag 22.2, NCOA3 inh 19.0, TROY signal inh -5.7, CF NFkB inh -33.7, TWEAK-Fn14 inh -3.5, KKLEB tox 1.2, Shn3 inh set2 14.4, LMP1 NFkB inh 5.8, TRAIL sens C8 -5.5 and NCOA1 inh 2.0.
`CCOCCCNC(=O)c1ccc(C2SCC(=O)N2Cc2ccccc2)cc1` (stereo unspecified) gave NR2F2 inh 4.8, NR5A2 inv ag -4.7, NCOA3 inh 16.8, TROY signal inh 1.7, CF NFkB inh 1.5, TWEAK-Fn14 inh 4.0, KKLEB tox 20.1, Shn3 inh set2 1.7, LMP1 NFkB inh -0.9, TRAIL sens C8 -2.2 and NCOA1 inh -1.8.
Screening Cc1ccc(NC(=O)c2ccco2)c(NC(=O)CN2C(=O)c3ccccc3C2=O)c1 returned NR2F2 inh -16.2, NR5A2 inv ag -19.0, NCOA3 inh -1.7, CF NFkB inh 6.9, TWEAK-Fn14 inh 14.8, KKLEB tox 10.5, Shn3 inh set2 2.7, LMP1 NFkB inh -0.1, TRAIL sens C8 3.8 and NCOA1 inh 3.6.
For NC(=O)c1cc2c3ccccc3ccn2c1-c1ccccc1 the results were NR2F2 inh -33.7, NR5A2 inv ag -15.9, NCOA3 inh -61.0, TROY signal inh 47.4, CF NFkB inh 19.6, TWEAK-Fn14 inh 52.5*, KKLEB tox -5.4, Shn3 inh set2 -66.5, LMP1 NFkB inh 9.1, TRAIL sens C8 7.6 and NCOA1 inh -38.6.
Screening O=C(O)COc1ccccc1C=NNC(=O)c1ccccc1NS(=O)(=O)c1cccs1 returned NR2F2 inh -1.1, NR5A2 inv ag -7.5, NCOA3 inh 4.2, TROY signal inh -14.2, CF NFkB inh 5.8, TWEAK-Fn14 inh 3.4, KKLEB tox -18.1, Shn3 inh set2 -18.3, LMP1 NFkB inh 6.1, TRAIL sens C8 -1.4 and NCOA1 inh 4.1.
`COc1c(Br)cc2c(C)c(C(=O)O)oc2c1Br` gave NR2F2 inh 1.9, NR5A2 inv ag 27.7, NCOA3 inh 13.0, TROY signal inh -16.5, CF NFkB inh -7.7, TWEAK-Fn14 inh 24.7, KKLEB tox 3.5, Shn3 inh set2 8.3, LMP1 NFkB inh -9.1, TRAIL sens C8 -3.0 and NCOA1 inh 6.6.
Screening Cc1cccc(N(C(=O)CNC(=O)c2cccs2)C(C(=O)NC2CCCC2)c2ccncc2)c1 (stereo unspecified) returned NR2F2 inh -13.1, NR5A2 inv ag -1.1, NCOA3 inh 14.8, TROY signal inh 3.2, CF NFkB inh 3.7, TWEAK-Fn14 inh 10.8, KKLEB tox -0.4, Shn3 inh set2 -3.9, LMP1 NFkB inh 4.6, TRAIL sens C8 0.8 and NCOA1 inh -13.2.
C#CCN(C[C@H]1[C@H](OC(=O)NCCCCCC)[C@H](OC(=O)NCCCCCC)C[C@@H](C(=O)OC)[C@H]1C(=O)OC)S(=O)(=O)c1ccc(C)cc1 was read as NR2F2 inh -5.8, NR5A2 inv ag 2.2, NCOA3 inh -5.0, TROY signal inh 19.4, CF NFkB inh 13.5, TWEAK-Fn14 inh -12.2, KKLEB tox -5.2, Shn3 inh set2 20.5, LMP1 NFkB inh -18.1, TRAIL sens C8 17.3 and NCOA1 inh -18.1.
`CC(c1ccco1)N(C(=O)c1ccc(C(F)(F)F)cc1)c1ccccn1` (stereo unspecified) gave NR2F2 inh 0.2, NR5A2 inv ag -13.0, NCOA3 inh -15.2, TROY signal inh -51.9, CF NFkB inh -4.6, TWEAK-Fn14 inh -21.5, KKLEB tox -2.4, Shn3 inh set2 2.0, LMP1 NFkB inh 1.6, TRAIL sens C8 2.2 and NCOA1 inh -29.4.
For CCn1c(C)cc2c(c1=O)C(c1ccc3c(c1)OCO3)C(C#N)=C(N)O2 (stereo unspecified) the results were NR2F2 inh 0.8, NR5A2 inv ag 8.8, NCOA3 inh -1.1, TROY signal inh 10.8, CF NFkB inh 14.2, TWEAK-Fn14 inh 13.6, KKLEB tox -0.5, Shn3 inh set2 -8.1, LMP1 NFkB inh 2.8, TRAIL sens C8 -29.0 and NCOA1 inh -3.5.
Screening COC(=O)c1cc(C(=O)c2cc(Cl)ccc2O)coc1=N returned NR2F2 inh 2.9, NR5A2 inv ag 9.1, NCOA3 inh 14.7, TROY signal inh 4.1, CF NFkB inh -12.1, TWEAK-Fn14 inh 70.2*, KKLEB tox -5.4, Shn3 inh set2 -2.9, LMP1 NFkB inh 11.1, TRAIL sens C8 -22.4 and NCOA1 inh 10.0.
For CC(=O)NNC(=O)c1ccncc1 the results were NR2F2 inh -12.4, NR5A2 inv ag -25.4, NCOA3 inh 6.8, TROY signal inh -5.1, CF NFkB inh 8.4, TWEAK-Fn14 inh -5.4, KKLEB tox 5.7, Shn3 inh set2 -5.1, LMP1 NFkB inh -4.7, TRAIL sens C8 -15.1 and NCOA1 inh -28.4.
Screening O=C(CC12CC3CC(CC(C3)C1)C2)NCO returned NR2F2 inh 3.6, NR5A2 inv ag -5.0, NCOA3 inh 5.8, TROY signal inh -4.6, CF NFkB inh 16.8, TWEAK-Fn14 inh 9.2, KKLEB tox 18.0, Shn3 inh set2 -16.5, LMP1 NFkB inh -12.5, TRAIL sens C8 -3.3 and NCOA1 inh 3.8.
For CCc1ncc(CO)n1Cc1cccc2ccccc12 the results were NR2F2 inh -12.3, NR5A2 inv ag 11.3, NCOA3 inh 0.1, TROY signal inh -3.7, CF NFkB inh 2.9, TWEAK-Fn14 inh -1.5, KKLEB tox -9.3, Shn3 inh set2 5.5, LMP1 NFkB inh 0.5, TRAIL sens C8 -3.0 and NCOA1 inh 7.5.
For CCOCCCNC(=O)c1cn(CC)c2ccc(S(=O)(=O)N3CCC(C)CC3)cc2c1=O the results were NR2F2 inh 16.9, NR5A2 inv ag -8.7, NCOA3 inh 8.7, TROY signal inh -2.5, CF NFkB inh -0.6, TWEAK-Fn14 inh 0.4, KKLEB tox -0.1, Shn3 inh set2 -14.4, LMP1 NFkB inh 6.8, TRAIL sens C8 -10.2 and NCOA1 inh -3.6.
CN1CCN(CCC(=O)N/N=C/c2cc([N+](=O)[O-])ccc2OC(F)F)CC1 was read as NR2F2 inh 6.7, NR5A2 inv ag -3.4, NCOA3 inh -1.8, TROY signal inh 4.8, CF NFkB inh 13.8, TWEAK-Fn14 inh 3.7, KKLEB tox -1.2, Shn3 inh set2 10.0, LMP1 NFkB inh -5.2, TRAIL sens C8 -1.1 and NCOA1 inh -22.9.
CCN1CCCC1CNC(=O)c1ccc(Sc2ccccc2Cl)c([N+](=O)[O-])c1 (stereo unspecified) was read as NR2F2 inh 19.6, NR5A2 inv ag -8.8, NCOA3 inh 14.6, TROY signal inh 9.2, CF NFkB inh 2.0, TWEAK-Fn14 inh -4.7, KKLEB tox 0.6, Shn3 inh set2 -10.8, LMP1 NFkB inh -5.9, TRAIL sens C8 0.3 and NCOA1 inh 5.8.
COc1ccc(CC(=O)NC2=NCCS2)cc1 was read as NR2F2 inh -2.7, NR5A2 inv ag -19.3, NCOA3 inh 13.8, TROY signal inh -24.8, CF NFkB inh 9.5, TWEAK-Fn14 inh -11.8, KKLEB tox -3.8, Shn3 inh set2 -6.4, LMP1 NFkB inh -1.6, TRAIL sens C8 -5.3 and NCOA1 inh 2.4.
Screening COc1cc(/C=N/N=C2/NC(=O)C(c3ccccc3)S2)ccc1O (stereo unspecified) returned NR2F2 inh -14.7, NR5A2 inv ag 7.7, NCOA3 inh 2.0, TROY signal inh -25.3, CF NFkB inh -5.9, TWEAK-Fn14 inh -17.1, KKLEB tox -8.3, Shn3 inh set2 -8.4, LMP1 NFkB inh -0.2, TRAIL sens C8 2.7 and NCOA1 inh -8.3.
For COc1cc(C(=O)Nc2cccc(C)n2)ccc1OCC(=O)N1CCOCC1 the results were NR2F2 inh 4.9, NR5A2 inv ag 6.0, NCOA3 inh -2.7, TROY signal inh -5.0, CF NFkB inh 16.9, TWEAK-Fn14 inh 16.6, KKLEB tox 3.9, Shn3 inh set2 -6.4, LMP1 NFkB inh -4.2, TRAIL sens C8 0.8 and NCOA1 inh 6.9.
Screening COc1ccc(-c2cc(Nc3ccccc3NC(=O)C(F)(F)F)n(CCC#N)n2)cc1 returned NR2F2 inh -24.7, NR5A2 inv ag 19.9, NCOA3 inh 26.8, TROY signal inh -0.8, CF NFkB inh -5.8, TWEAK-Fn14 inh -10.8, KKLEB tox -1.3, Shn3 inh set2 -8.6, LMP1 NFkB inh 10.7, TRAIL sens C8 8.0 and NCOA1 inh -1.6.
For CCNC(=O)NC(=O)COC(=O)CCCSc1nc2ccccc2[nH]1 the results were NR2F2 inh -10.3, NR5A2 inv ag 11.8, NCOA3 inh -11.5, TROY signal inh -11.8, CF NFkB inh 0.2, TWEAK-Fn14 inh -12.5, KKLEB tox -2.6, Shn3 inh set2 -18.4, LMP1 NFkB inh 1.2, TRAIL sens C8 -4.4 and NCOA1 inh 4.0.
CCOc1ccc(CCNC(=O)c2cc3sccc3n2CC)cc1OCC was read as NR2F2 inh 49.6*, NR5A2 inv ag 28.8, NCOA3 inh 10.5, TROY signal inh 26.8, CF NFkB inh 16.0, TWEAK-Fn14 inh -11.7, KKLEB tox -6.8, Shn3 inh set2 6.2, LMP1 NFkB inh 8.4, TRAIL sens C8 5.6 and NCOA1 inh 13.1.
For O=C(CSc1nnc(C2COc3ccccc3O2)o1)N1CCCC1 (stereo unspecified) the results were NR2F2 inh -1.0, NR5A2 inv ag -4.3, NCOA3 inh -10.0, TROY signal inh -43.0, CF NFkB inh -26.9, TWEAK-Fn14 inh 8.4, KKLEB tox 3.7, Shn3 inh set2 -2.2, LMP1 NFkB inh -7.7, TRAIL sens C8 -3.6 and NCOA1 inh -1.9.
